Screening results deposited in PubChem BioAssay by several laboratories.
Vif imaging – inhibitors of HIV Vif | HEK293T cells, Vif self-association by quenched fluorescence, imaging, 24 h | inhibition, % at 7.49 µM | actives 0.35% (n = 340,000); in the data active = inhibition above about 50%, passing the limit was not always enough; note: some results filed as inactive read as strong as hits
SRC3 inh – inhibitors of human steroid receptor coactivator 3 (SRC3). inhibition, % at 3.6 µM. actives 0.17% (n = 360,000). HEK293 GAL4-SRC3 luciferase reporter, luminescence;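 active = inhibition above a per-campaign cutoff, the mean of all compounds plus 3 SD, cut at about 60% in these data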;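 note: 0% = DMSO-treated cells and 100% = gossypol-treated cells at 36 µM; higher means less SRC3-driven luciferase light from the GAL4 reporter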
NCOA2 inhibitor – inhibits human steroid receptor coactivator 2. actives 0.17% (n = 370,000). HEK293 GAL4-SRC2 luciferase reporter, luminescence. AID 651957. inhibition, % at 9 µM;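 active = inhibition above the mean inhibition of all tested compounds plus 3 SD, set per campaign, cut at about 52% in these data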;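 note: 0% = DMSO treated cells and 100% = cells given Gossypol at 36 µM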
TROY signal inh – TROY signaling inhibition. Q293 LMP1-TROYcd NF-kB luciferase reporter, 4 h. inhibition, % at 10 µM. actives 0.98% (n = 360,000);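 active = compounds whose plate-normalised and pattern-corrected inhibition of the luciferase reporter signal at the single screening dose is 50% or more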
LRH-1 inv ag – NR5A2 inverse agonism in reporter assay; O00482; HEK293T StAR-luciferase reporter, LRH-1 transfected, 24 h; inhibition, % at 3.6 µM; actives 0.13% (n = 360,000); AID 602396;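 active = inhibition above the mean inhibition of all tested compounds plus 3 SD, cut at about 73% in these data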;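 note: 0% = DMSO wells and 100% = reporter-only cells lacking LRH-1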
C8 TRAIL sens – caspase-8 TRAIL sensitization. inhibition (viability loss, TRAIL sensitization), % at 10 µM. actives 1% (n = 360,000). AID 624354. NB7+C8 cells + TRAIL, ATPlite viability luminescence;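 active = compounds causing at least 50% loss of cell viability in the single-dose screen, relative to plate controls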
NOD2-RIPK2 inh – inhibitors of human NOD2-RIPK2 interaction. O43353. CHO BLA complementation NOD2-RIPK2, CCF4 ratio. inhibition, % at 4.98 µM. actives 0.38% (n = 360,000). AID 624267; in the data active = inhibition above about 21%;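 note: 0% = vehicle only and 100% = reference blocker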
LMP1 NFkB inh – Epstein-Barr LMP1 NF-kappaB reporter inhibition; actives 0.69% (n = 350,000); LMP1-induced NF-kappaB luciferase reporter cells, luminescence; inhibition, % at 12.5 µM; AID 504558; in the data active = inhibition above about 41%;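 note: 0% = neutral control wells and 100% = reference inhibitor control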
NCOA1 inh – inhibitors of human steroid receptor coactivator 1 (SRC1); inhibition, % at 3.6 µM; HEK293 GAL4-SRC1 luciferase reporter, luminescence; actives 0.12% (n = 360,000); AID 588354;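 active = inhibition above the campaign mean plus 3 SD, with each screening campaign given its own cutoff, cut at about 60% in these data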;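 note: 0% = DMSO treated cells and 100% = gossypol at 36 µM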
TLR9-MyD88 block – TLR9-MyD88 interaction inhibition; Q9NR96+Q99836; CHO BLA complementation TLR9-MyD88, CCF4 FRET ratio; inhibition, % at 4.98 µM; actives 0.21% (n = 340,000); AID 504734;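 active = inhibition above the mean over all tested compounds plus 3 SD, cut at about 21% in these data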;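 note: 0% = DMSO only wells and 100% = clavulanate BLA inhibitor control wells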
Target sequence (Q99836 whole entry, looked up): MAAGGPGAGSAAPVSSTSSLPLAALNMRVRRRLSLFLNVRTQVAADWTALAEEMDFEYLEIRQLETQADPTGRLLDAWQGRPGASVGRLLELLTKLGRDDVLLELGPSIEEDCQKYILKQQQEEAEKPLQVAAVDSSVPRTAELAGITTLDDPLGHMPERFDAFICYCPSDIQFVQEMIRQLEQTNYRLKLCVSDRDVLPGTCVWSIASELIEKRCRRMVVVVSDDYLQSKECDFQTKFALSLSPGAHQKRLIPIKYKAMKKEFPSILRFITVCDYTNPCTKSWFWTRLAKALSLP
Target sequence (Q9NR96 whole entry, looked up): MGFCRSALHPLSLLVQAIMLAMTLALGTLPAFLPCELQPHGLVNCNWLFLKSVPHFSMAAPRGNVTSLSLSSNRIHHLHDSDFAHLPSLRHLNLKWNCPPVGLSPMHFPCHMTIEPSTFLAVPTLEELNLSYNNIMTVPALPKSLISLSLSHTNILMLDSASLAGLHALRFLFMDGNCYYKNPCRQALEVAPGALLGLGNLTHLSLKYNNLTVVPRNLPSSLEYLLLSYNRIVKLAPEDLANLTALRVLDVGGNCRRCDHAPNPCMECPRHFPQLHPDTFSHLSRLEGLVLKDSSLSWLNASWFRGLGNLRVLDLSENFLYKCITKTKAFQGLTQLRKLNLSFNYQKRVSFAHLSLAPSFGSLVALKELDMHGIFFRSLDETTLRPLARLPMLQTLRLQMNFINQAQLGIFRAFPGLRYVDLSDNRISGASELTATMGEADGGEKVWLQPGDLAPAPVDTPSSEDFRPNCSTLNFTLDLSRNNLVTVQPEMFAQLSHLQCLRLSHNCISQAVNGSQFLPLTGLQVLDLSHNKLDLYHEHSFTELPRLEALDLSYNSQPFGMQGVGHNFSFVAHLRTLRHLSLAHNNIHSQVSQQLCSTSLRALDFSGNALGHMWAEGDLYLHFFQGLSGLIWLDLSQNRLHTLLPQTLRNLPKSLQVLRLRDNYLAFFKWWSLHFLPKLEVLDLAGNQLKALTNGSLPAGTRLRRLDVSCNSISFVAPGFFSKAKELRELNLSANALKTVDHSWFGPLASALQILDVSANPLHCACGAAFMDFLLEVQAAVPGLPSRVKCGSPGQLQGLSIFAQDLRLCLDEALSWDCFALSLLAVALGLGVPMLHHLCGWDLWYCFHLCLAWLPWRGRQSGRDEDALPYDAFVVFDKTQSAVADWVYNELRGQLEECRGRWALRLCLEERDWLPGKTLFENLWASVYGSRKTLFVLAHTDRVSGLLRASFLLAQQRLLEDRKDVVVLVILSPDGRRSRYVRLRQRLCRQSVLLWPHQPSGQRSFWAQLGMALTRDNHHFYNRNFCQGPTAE
NR2F2 inh – blocks human COUP-TFII nuclear receptor; P24468; HEK293T NGFI-A luciferase reporter, luminescence; inhibition, % at 8.6 µM; actives 0.7% (n = 370,000); AID 686940;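 active = inhibition above a per-plate cutoff, mean inhibition of test wells between control levels plus 3 SD, cut at about 38% in these data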;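 note: cells cotransfected with COUP-TFII expression vector driving the NGFI-A reporter; 0% = median of COUP-TF2 test wells and 100% = reporter-only cells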
Active calls of the source: *; · = no result given. Not all compounds are listed; rates above refer to the full screens.

Compound,Vif imaging,SRC3 inh,NCOA2 inhibitor,TROY signal inh,LRH-1 inv ag,C8 TRAIL sens,NOD2-RIPK2 inh,LMP1 NFkB inh,NCOA1 inh,TLR9-MyD88 block,NR2F2 inh
Cc1c(C#N)c(O)n(CCO)c(=O)c1N=Nc1ccc2c(c1)COC2=O,3,24,-12,-28,43,-14,5,18,-2,-8,17
O=C(NN1C(=O)c2ccccc2NC12CCCCC2)c1ccccc1,19,-3,-4,1,-30,4,-2,-6,-31,-12,-11
Cc1cccc(C(=O)Nc2ccccc2NC(=O)c2cccc(C)c2)c1,-8,-12,-16,3,15,13,-1,-4,-2,-7,16
Cc1oc(-c2ccccc2F)nc1CS(=O)(=O)CC(=O)N1CCCCCC1,-4,-1,-2,2,-15,-10,-9,36,-11,7,9
COCCCNCC(=O)c1c(N)n(Cc2ccccc2)c(=O)n(C)c1=O,1,-8,1,-13,15,-6,-3,4,-7,-2,6
Cc1nc2[nH]c(=O)n(O)c(=O)c2s1,1,-2,7,-3,-4,-4,-1,-11,-5,8,-12
COc1c(C)cc(Br)cc1C(=O)Nc1ccc(Cc2ccncc2)cc1,-14,15,18,13,17,10,-2,-2,-3,-1,1
COc1ccccc1NS(=O)(=O)c1ccc2c(c1)OCCO2,9,9,-4,15,-8,1,-2,-5,-12,1,11
CC(C)n1c(Nc2ccccc2)nc2ccccc21,5,-5,4,-11,5,-19,-14,-11,0,-3,-13
CCNc1ncnc2c1cnn2C,-2,6,0,26,3,-3,-9,3,-19,-2,-11
CCOc1cccc2sc(N(CCN(C)C)C(=O)c3ccc4ccccc4c3)nc12,-3,10,·,-5,17,3,3,7,9,-11,·
O=C(NCc1ccco1)c1cc(S(=O)(=O)N2CCCC2)ccc1Cl,-7,16,-6,-17,-7,-26,-7,-5,5,-16,3
COc1cc(NC(=O)C[n+]2ccc(C(=O)c3ccccc3)cc2)cc(OC)c1,·,6,-23,15,0,-1,0,-6,-4,-5,4
COc1cccc(CN(CC(=O)NCc2ccco2)C(=O)CNS(=O)(=O)c2ccccc2)c1,22,10,-15,-5,-16,4,-2,2,8,-15,18
CC12CCC(C(=O)NCc3ccc(F)cc3)(OC1=O)C2(C)C (centres undefined),1,-12,17,1,-7,0,-3,-1,-7,0,6
O=C1CC(/C=C/c2ccco2)=Nc2ccccc2N1,11,7,·,-16,2,-2,-7,-10,3,-1,·
CCCCCCCCCCCCCCCC(=O)OC(CC(=O)O)C[N+](C)(C)C (centres undefined),12,-4,-8,-14,-8,12,-7,2,-10,3,-4
Cc1ccc(S(=O)(=O)N2CCOCC2)cc1NC(=O)CSc1nccn1C,18,-3,-2,4,-22,-2,-8,1,0,-3,-2
C[C@@H](C(=O)CC(=O)OC(C)(C)C)[C@@H](O)c1ccccc1,1,5,1,-13,-2,-2,-3,5,-21,-3,20
O=C(O)CNS(=O)(=O)/C=C/c1ccccc1,-4,9,-13,16,9,-5,3,-2,11,3,-22
CC(NC(=O)c1ccc(CS(C)(=O)=O)cc1)c1cccc2ccccc12 (centres undefined),20,-16,-8,11,-5,2,-3,-7,-1,2,8
COc1c(C)cc(NC(=O)c2ccc3c(c2)NC(=O)CO3)cc1C,7,15,-6,18,-7,-6,5,6,4,5,-5
C=C(C)C(=O)Nc1cccnc1Oc1ccc(F)cc1F,-1,14,-1,20,8,-3,-5,1,1,-2,5
O=C(O)CCCCCNC(=O)Cn1nnc2ccccc2c1=O,-6,0,-27,-9,-1,1,-11,0,0,-7,-2
Cc1cccc(NC(=O)CSc2nnc(-c3ccncc3)n2CC2CCCO2)c1 (centres undefined),7,-12,14,-8,16,15,-10,-2,8,5,-2
Cc1ccccc1NC(=O)/C(=C\c1cccs1)NC(=O)c1ccccc1,9,-2,-15,-15,16,-11,-13,-4,1,1,8
COc1ccc(NC(=O)c2cc3ccccc3o2)cc1,0,-122,-43,-59,-119,38,-9,-48,-112,-2,-43
O=C1C=C(OCCF)CC(c2cccc(Cl)c2)O1 (centres undefined),·,·,3,·,9,2,-5,·,·,·,-8
O=C(NC(Cc1ccccc1)C(=O)O)/C(=C\c1cccc([N+](=O)[O-])c1)NC(=O)c1ccco1 (centres undefined),16,4,10,27,5,-3,-10,1,-21,-7,0
Cc1ccccc1-c1ccc(C(=O)Nc2cccc(F)c2)o1,0,-61,-51,-51,-79,-15,-8,-22,-56,1,-9

(continued)
Compound,Vif imaging,SRC3 inh,NCOA2 inhibitor,TROY signal inh,LRH-1 inv ag,C8 TRAIL sens,NOD2-RIPK2 inh,LMP1 NFkB inh,NCOA1 inh,TLR9-MyD88 block,NR2F2 inh
Cc1ccccc1N(CC(=O)N/N=C/c1ccc(F)cc1)C(=O)c1ccccc1,·,9,-8,9,-3,-15,6,8,2,6,3
CCCCCCN1C[C@H](O)[C@@H](n2cc(C3CC3)nn2)C[C@@H]1c1ccc(C)cc1,-1,-2,17,-5,14,17,0,-1,-5,-5,11
Cc1ccc2nc(SCc3cccc([N+](=O)[O-])c3)nc(C)c2c1,17,-4,0,-37,-4,-4,0,-4,-34,3,10
COc1ccccc1NC(=O)c1ccc(COc2ccccc2Br)o1,1,1,-17,-22,11,-23,-2,6,9,-10,2
O=[N+]([O-])c1cc(C(F)(F)F)cc([N+](=O)[O-])c1NCCN1CCNCC1,-1,1,7,-4,0,13,5,-7,1,5,7
COc1ccc(CCN(CC(=O)NC2CCCC2)C(=O)Cn2nnc(-c3ccc(C)o3)n2)cc1OC,-1,-1,-11,12,-3,-11,-2,5,-8,3,2
CC(Nc1cccc2ccccc12)C(=O)N/N=C/c1ccc([N+](=O)[O-])cc1 (centres undefined),-17,-2,-17,45,10,7,9,0,-1,7,7
O=C(Nc1ccc(-n2ccc(C(F)(F)F)n2)cc1)Nc1cccc(Cl)c1,-18,-7,-21,34,-52,18,-6,1,-36,0,-21
COc1ccc(S(=O)(=O)c2c(C)c(NS(=O)(=O)c3ccccc3)cc(C)c2O)cc1,-1,-11,-28,9,1,-13,-11,-4,-3,1,-13
COC(=O)c1ccc(NC(=O)c2ccc3nsnc3c2)cc1,-9,-13,-25,-21,-4,3,-1,-8,10,-1,1
CSc1ccc(CNC(=O)C2CCC(=O)N(CC3CCCCC3)C2)cc1 (centres undefined),-1,6,-3,-11,14,0,-9,-3,10,1,4
COC(=O)[C@@]12C[C@@H](CC(=O)NCc3ccc(OC)c(OC)c3)C(=O)N(Cc3ccc4c(c3)OCO4)C1=CCC(C)(C)C2,·,·,31,·,-1,10,-5,·,·,·,-2
O=[N+]([O-])c1cn(Cc2ccc(Cl)cc2)cn1,6,7,8,·,-18,-12,-4,-9,-56,7,0
COc1ccccc1C(CC(=O)N1CCCC1)c1ccc2c(c1)OCO2 (centres undefined),-5,5,11,-3,-4,3,3,-4,-15,4,0
CC(=O)NC(CC(=O)Nc1cc(Cl)ccc1-n1cncn1)c1ccccc1 (centres undefined),-6,3,-18,28,3,-10,13,-7,-19,-5,-3
CC(C)(C)CC(=O)NCCCCCCNC(=O)CC(C)(C)C,-4,3,-16,4,11,-4,-7,-13,3,13,14
CCOC(=O)[C@H]1[C@H]2COc3ccc(Cl)cc3[C@@H]2N2C(=O)c3ccc(F)cc3NC(=O)[C@@]12C,-1,2,19,10,-5,-10,-7,-3,16,0,-4
Cc1nc2ccccc2c2c(N)c3ccccc3n12,1,11,12,-64,17,-4,4,16,9,17,17
Cc1ccc(-c2onc3ccc(C(=O)/C=C/N(C)C)cc23)cc1,·,0,1,-53,-26,0,3,-14,-35,-1,9
O=C(C1=C[C@H](c2csc3ccccc23)C[C@H](OCCCCO)O1)N1CCN(Cc2ccc3c(c2)OCO3)CC1,-1,7,-18,4,-17,-16,1,1,3,6,3
Cc1cc(F)ccc1S(=O)(=O)N1CCCOC1CNC(=O)C(=O)NCc1cccnc1 (centres undefined),5,-26,7,0,-12,0,-6,12,6,-5,14
CCN(CC)C(=O)C1CCCN(c2ccc([N+](=O)[O-])cc2[N+](=O)[O-])C1 (centres undefined),-8,11,5,-26,11,0,0,52*,9,-12,-11
CC(C)(C)NC(=O)Cn1c(SCC(=O)N2CCCCCC2)nc2ccccc21,-9,7,-7,-25,14,16,-9,-37,-5,3,7
CCC(=O)Nc1nc2ccccc2n1Cc1ccccc1C,-9,-14,-18,4,9,14,1,6,-11,1,-2
COc1ccc(-c2nc(CS(=O)CC(=O)NC3CCCC3)c(C)o2)cc1 (centres undefined),-2,16,-33,-15,5,0,-12,4,2,9,14
CC(Oc1ccccc1F)C(=O)NNC(=O)CC(C)c1ccccc1 (centres undefined),-5,11,13,-6,6,-4,-5,4,30,6,0
C/C(N)=C(/C#N)C(=O)COC(=O)C1CCN(S(=O)(=O)c2cccs2)CC1,7,-8,-16,11,6,-3,-6,4,-10,-12,-15
Cc1cccc(C2NS(=O)(=O)N=C2N)c1 (centres undefined),-19,18,-20,-13,5,-4,-11,-1,-9,-1,-8
COc1ccc(CN2CCCCCC2)c(C)c1C,16,18,-7,-18,19,5,-6,3,-2,-5,-9
Cc1cc(C)n(-c2ccc(C(=O)OCC(=O)Nc3cc(S(C)(=O)=O)ccc3Cl)cc2)n1,6,26,-18,-6,-22,11,5,3,-4,5,-24

(continued)
Compound,Vif imaging,SRC3 inh,NCOA2 inhibitor,TROY signal inh,LRH-1 inv ag,C8 TRAIL sens,NOD2-RIPK2 inh,LMP1 NFkB inh,NCOA1 inh,TLR9-MyD88 block,NR2F2 inh
O=C(C(Sc1ccccc1)c1ccccc1)N1CCOCC1 (centres undefined),1,19,-15,0,2,-7,-16,10,-12,-10,6
Cc1nnc(SCC(=O)c2ccccc2)n1Cc1ccccc1,1,12,-2,-16,-27,12,-2,0,-1,-4,5
Cc1ccccc1OCC(=O)Nc1nnc(C2CCCC2)s1,4,-9,15,-24,-26,15,-18,-3,-12,8,-9
O=C1c2ccc(-c3ccc(Cl)c(C(F)(F)F)c3)cc2S(=O)(=O)c2cccc(C(=O)N3CCN(c4ccc(Cl)cn4)CC3)c21,·,-9,-25,21,2,12,-8,10,-6,2,-2
COc1ccc(-c2nn(-c3ccccc3C)cc2CNC(C)c2cn(C)nc2C)cc1F (centres undefined),-6,21,-13,7,-14,-7,2,0,-18,1,8
CCn1cc(C(=O)N2CCCC(C(=O)c3ccc4ccccc4c3)C2)cn1 (centres undefined),-7,-9,1,-2,5,4,-12,-43,3,-5,8
Cc1ccccc1NC(=O)COC(=O)c1cccnc1,0,-10,-8,-4,-6,-4,5,-5,9,-10,11
Cn1nnnc1SCC(=O)Nc1ccc(N2CCOCC2)cc1,4,7,-37,-8,37,-17,4,-2,-8,-14,8
Cc1ccc(CC2(C)C(=O)Nc3c(Cl)ccc(Cl)c32)cc1 (centres undefined),1,-15,17,4,-28,13,1,·,2,·,3
CCOC(=O)c1c(C)[nH]c(C)c1C(=O)CN1C(=O)NC(CC(C)C)C1=O (centres undefined),·,10,·,-19,-14,10,-9,-5,-8,2,·
